Assay outcomes from PubChem BioAssay.
MEX-5 binding = C. elegans MEX-5 TCR-2 RNA binding activity; activity score (negative = inhibition of binding), % at 10 µM; Q9XUB2; MEX-5/FITC-TCR2 RNA binding, fluorescence polarization; active compounds read low; actives 0.38% (n = 300,000); AID 1832;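 active = inhibition past about -25% in most replicates, and total fluorescence under double the plate's negative control median, limit read from the data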;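 also: 0% = DMSO and -100% = 5 µM competing unlabeled TCR2 RNA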
BCLXL inh = blocks human Bcl-xL binding to Bim BH3 peptide | Q07817 | GST-Bcl-xL / FITC-Bim BH3 peptide fluorescence polarization | inhibition, % at 10.9 µM | actives 0.7% (n = 320,000) | AID 2129;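 active = inhibition above the mean of all tested compounds plus 3 SD, cutoff set per campaign, cut at about 30% in these data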;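 also: 0% = DMSO wells and 100% = unlabeled Bim-BH3 peptide competitor; inhibitors lower millipolarization by displacing the labeled peptide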
MCL1-BIM inh = inhibitors of human MCL1 binding to BIM-BH3 peptide. GST-MCL1 / FITC-Bim-BH3 fluorescence polarization. inhibition, % at 10.9 µM. actives 0.68% (n = 320,000). AID 2057;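 active = inhibition above the mean inhibition of all tested compounds plus 3 SD, set per campaign, cut at about 40% in these data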;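 also: 0% = DMSO wells and 100% = unlabeled Bim-BH3 peptide control; higher means more loss of mP so more displacement of Bim peptide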
PAFAH1B2 FP inh = inhibitors of human PAFAH1B2; inhibition, % at 3.39 µM; actives 1.2% (n = 340,000); recombinant PAFAH1B2, FP-rhodamine activity probe, fluorescence polarization; P68402; AID 492953;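 active = inhibition above the mean of all tested compounds plus 3 SD, cut at about 24% in these data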;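 also: 0% = enzyme with DMSO and 100% = wells lacking PAFAH1B2; many of its hits are not listed in these tables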
Target sequence (P68402 whole entry, looked up): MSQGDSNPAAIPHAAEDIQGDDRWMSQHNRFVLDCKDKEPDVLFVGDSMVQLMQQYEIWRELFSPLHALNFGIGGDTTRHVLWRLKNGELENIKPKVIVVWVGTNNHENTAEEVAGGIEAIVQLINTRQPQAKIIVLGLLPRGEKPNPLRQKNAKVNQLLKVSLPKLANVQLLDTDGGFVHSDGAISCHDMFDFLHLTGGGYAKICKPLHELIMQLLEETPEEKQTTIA
Fam108B counter = counter-screen for RBBP9 inhibitors: inhibitors of mouse Fam108B. recombinant Fam108B, FP-Rh probe fluorescence polarization. inhibition, % at 9.51 µM. actives 0.33% (n = 300,000);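 active = inhibition above the screen mean inhibition plus 3 SD, computed separately per campaign, cut at about 18% in these data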;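 also: inhibitors lower polarization as less probe binds the enzyme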
pPAFAH FP inh = inhibitors of human plasma PAF acetylhydrolase (pPAFAH) | Q13093 | recombinant pPAFAH, FP-rhodamine probe fluorescence polarization | inhibition, % at 3.39 µM | actives 1.5% (n = 330,000) | AID 463082;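 active = inhibition above the mean inhibition across the screen plus 3 SD, cut at about 25% in these data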;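 also: inhibitors block binding of the rhodamine activity-based probe so polarization drops; 0% = enzyme with DMSO and 100% = wells lacking pPAFAH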
GLD-1 RNA inh = GLD-1-TGE RNA interaction inhibition (C. elegans) | AID 2280 | actives 0.44% (n = 320,000) | Q17339 | inhibition, % at 5.96 µM | purified GLD-1 + fluorescein TGE RNA, fluorescence polarization;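 active = percent inhibition above a per-plate cutoff, the plate mean of test compounds plus 3 SD, cut at about 30% in these data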;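 also: 0% = DMSO wells with GLD-1 and probe and 100% = wells lacking GLD-1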
AHR activator = activators of human aryl hydrocarbon receptor. P35869. AHR-responsive luciferase reporter cells, luminescence. activation, % at 5 µM. actives 2.5% (n = 320,000). AID 2796; in the data active = activation above about 47%;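 also: 0% = vehicle wells and 100% = reference agonist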
Target sequence (P35869 whole entry, looked up): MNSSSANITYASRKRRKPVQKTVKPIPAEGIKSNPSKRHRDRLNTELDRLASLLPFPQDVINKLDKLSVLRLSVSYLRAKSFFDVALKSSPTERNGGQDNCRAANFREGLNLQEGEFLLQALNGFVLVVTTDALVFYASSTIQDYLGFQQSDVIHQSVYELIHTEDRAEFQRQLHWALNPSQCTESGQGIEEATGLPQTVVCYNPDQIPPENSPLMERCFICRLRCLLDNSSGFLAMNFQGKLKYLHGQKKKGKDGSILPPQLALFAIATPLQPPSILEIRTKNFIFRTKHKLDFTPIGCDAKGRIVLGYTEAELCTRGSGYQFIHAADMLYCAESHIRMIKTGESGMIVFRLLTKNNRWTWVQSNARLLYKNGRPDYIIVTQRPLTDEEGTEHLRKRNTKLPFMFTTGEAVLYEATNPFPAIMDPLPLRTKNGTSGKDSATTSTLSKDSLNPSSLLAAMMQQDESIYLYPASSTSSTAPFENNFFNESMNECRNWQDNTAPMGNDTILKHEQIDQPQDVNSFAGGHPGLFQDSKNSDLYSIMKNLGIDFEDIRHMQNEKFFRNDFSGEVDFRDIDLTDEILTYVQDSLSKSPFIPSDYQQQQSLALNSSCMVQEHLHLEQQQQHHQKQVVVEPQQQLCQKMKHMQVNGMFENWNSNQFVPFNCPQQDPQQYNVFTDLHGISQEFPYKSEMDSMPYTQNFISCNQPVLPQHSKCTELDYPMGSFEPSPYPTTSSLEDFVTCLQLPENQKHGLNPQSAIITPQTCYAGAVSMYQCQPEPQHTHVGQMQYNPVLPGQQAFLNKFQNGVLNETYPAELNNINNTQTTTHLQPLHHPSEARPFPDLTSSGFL
PME-1 primary = blocks human protein phosphatase methylesterase 1. actives 0.53% (n = 320,000). Q9Y570. recombinant PME-1, FP-Rh probe fluorescence polarization. inhibition, % at 5.9 µM;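 active = inhibition above the campaign mean of all compounds plus 3 SD, cut at about 26% in these data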;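 also: competitive labeling of PME-1 active site by serine hydrolase directed probe; 0% = PME-1 with DMSO and 100% = wells lacking PME-1 enzyme; inhibitors block probe labeling so polarization falls and inhibition rises; many of its hits are not listed in these tables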
An asterisk follows results filed as active; · = no result given. Some of the compounds tested; the hit share may differ from the screen's.

SMILES	MEX-5 binding	BCLXL inh	MCL1-BIM inh	PAFAH1B2 FP inh	Fam108B counter	pPAFAH FP inh	GLD-1 RNA inh	AHR activator	PME-1 primary
Cc1ccc(NC(=O)c2cc(=O)[nH]c3ccc(S(=O)(=O)N4CCOCC4)cc23)nc1	1.6	-1	-12	3	-3	-6	2	-1	-1
O=C(OCc1nc2ccccc2c(=O)[nH]1)c1cccs1	-0.2	1	-6	-5	3	2	4	55*	-3
O=C(NNC(=O)c1cccs1)c1ccc(S(=O)(=O)N2CCCCC2)cc1	1.9	0	8	7	0	2	3	3	-1
N[C@@H](Cc1ccccc1)c1nnc(SCc2ccccc2Cl)o1	2.3	7	8	3	4	4	8	1	-2
Cc1cnc(NC(=O)c2ccccn2)s1	0.5	5	6	5	2	0	3	32	-3
O=C(/C=C/c1ccc(Cl)cc1Cl)c1cccnc1	-3.3	9	6	-4	6	2	-3	6	6
Cc1ccc(C(=O)N/C(=C\c2cccc([N+](=O)[O-])c2)C(=O)NCc2ccncc2)cc1	-0.3	9	11	4	4	-4	-12	15	-1
O=S(=O)(Cc1ccccc1)Nc1ccccc1	-1.0	2	4	-1	5	-3	-3	3	-2
O=C(Cc1cccs1)N(Cc1ccco1)C1(C(=O)NC2CCCCC2)CCCCC1	0.3	5	4	5	-3	0	-1	1	-3
O=C(O)COc1ccccc1/C=N/NC(=O)c1cccc(S(=O)(=O)N2CCOCC2)c1	-3.4	3	0	1	1	3	-1	-1	3
Cc1cc([N+](=O)[O-])nn1CCCC(=O)Nc1cccc(Cl)c1Cl	0.6	2	8	3	-1	1	6	1	1
Cc1ccc(S(=O)(=O)n2nc(C)cc2N)cc1	0.5	2	1	10	4	-1	10	-2	1
CN(C(=O)COC(=O)C1CCN(S(=O)(=O)c2ccc3c(c2)OCCO3)CC1)C1CCS(=O)(=O)C1 (stereo unspecified)	0.4	4	-1	7	-1	7	1	-3	5
COc1ccc(OCCC(=O)Nc2ccc(S(N)(=O)=O)cc2)cc1	-0.8	-1	-3	10	3	2	4	0	1
CN=C1S/C(=C\c2ccc(O)c(Br)c2)C(=O)N1C	-1.1	5	1	6	7	8	-2	-2	0
CC(=O)Nc1ccc(C(=O)NNC(=O)Cc2ccccc2)cc1	0.8	0	5	-1	5	-2	0	1	-7
COc1cccc(/C=C(\C#N)c2nc3ccccc3[nH]2)c1OCC(=O)O	0.6	-9	-16	3	0	-2	-10	19	12
COc1cccc(/C=C/C(=O)NNC(=O)c2ccncc2)c1	-1.6	3	0	5	1	-1	11	4	10
COc1ccc(NC(=O)c2nc[nH]c2C(=O)N(C)Cc2ccccc2)cc1	3.0	4	2	6	2	4	0	32	3
Cc1c(O)c(CN2CCCCC2)cc2c3c(c(=O)oc12)CCC3	0.6	3	2	-4	-1	6	-2	5	2
COCC(C)NC(=O)c1ccc2c(c1)S(=O)(=O)c1ccccc1C2=O (stereo unspecified)	-3.9	2	-2	2	-4	3	2	7	-1
C#CCOc1ccccc1CNc1ccccc1	0.4	6	1	2	-2	5	11	4	7
CCN(CC(=O)Nc1ccc2c(c1)OCCO2)C(=O)c1ccc(C)c(S(=O)(=O)N2CCOCC2)c1	1.6	2	-2	2	-3	0	9	2	4
COc1ccc(C2NC(C(=O)O)Cc3c2[nH]c2ccccc32)cc1CN1CCN(c2ccc(F)cc2)CC1 (stereo unspecified)	7.5	3	-1	5	-2	7	-2	7	1
N/C(=N\N=C/c1ccc(F)cc1)N/N=C\c1ccc(F)cc1	0.7	2	12	4	0	2	-2	14	-95
CCOc1ccc(/C=N/Nc2cc(N3CCOCC3)nc(C)n2)c(O)c1	-0.7	1	24	6	10	4	6	13	30*
Cc1ccc(C(=O)OCC(=O)Nc2ccccc2Cl)c(O)c1	4.2	6	0	7	1	6	3	5	-5
Cc1nn2c(COc3ccc(NC(=O)c4ccccc4)cc3)nnc2c2ccccc12	2.9	4	10	-2	-4	6	6	4	-5
COc1ccccc1C(CNC(=O)c1ccc(C)c(S(=O)(=O)N2CCCCC2)c1)N(C)C (stereo unspecified)	·	-4	7	-1	·	1	-6	3	5
O=[N+]([O-])c1ccc(N2CCN(c3ccc(F)cc3)CC2)cn1	3.9	1	5	5	1	3	-4	-9	-1
CC(=O)N1CCOc2ccc(S(=O)(=O)N(C)c3cccc(C)c3)cc21	-1.5	3	1	2	4	8	4	3	6
Cc1ccc(C)c(N2CCN(C(=O)Cn3c(=O)oc4cc(S(=O)(=O)N5CCCC5)ccc43)CC2)c1	2.8	-1	-3	3	4	-4	-5	3	-4
COc1ccc(C2NC(=O)CCC2[N+](=O)[O-])c(OC)c1 (stereo unspecified)	-0.3	1	-2	-1	-2	3	6	1	-1
COc1ccccc1NC(=O)COC(=O)c1ccc([N+](=O)[O-])s1	-1.5	10	11	12	5	37*	6	3	-1
CCCNC(=O)C/C(C)=N/NC(=O)C(=O)Nc1ccccn1	1.5	-2	-8	-6	3	7	-5	2	-4
COc1ccccc1CNC(=O)C(=O)NCC1OCCN1S(=O)(=O)c1ccccc1 (stereo unspecified)	-1.0	2	1	4	1	8	-2	15	-4
COc1ccc(Cc2noc(CN3CCCN(Cc4ccc(F)cc4)CC3)n2)cc1OC	0.9	4	4	1	5	-6	2	1	-6
COc1cc2cc(CCCOC(=O)c3ccc(C(F)(F)F)cc3)oc(=O)c2cc1OC	·	3	1	0	·	8	0	-1	-1
COC(=O)C1=C(C)N(CCc2cc(OC)c(OC)c(OC)c2)C(=O)N[C@H]1c1ccc(Br)cc1	-0.7	7	-3	·	-1	8	0	1	-2
Cc1cc(=O)c2cccc(Br)c2[nH]1	-0.8	4	2	-2	0	0	-2	26	-2
O=C(Nc1ccc(Br)cc1)c1cc2ccccn2n1	0.4	0	-1	6	-2	-5	-1	57*	-8
CC(=O)Nc1cc(C(=O)NCc2ccco2)ccc1Sc1ccc(F)cc1	1.2	0	-4	0	-4	2	-4	2	4
CCCN(CC(=O)Nc1ccccc1OC)C(=O)c1ccc2c(c1)NC(=O)C(C)S2 (stereo unspecified)	·	3	-1	6	·	9	3	14	6
CCOC(=O)C1C(=O)NCC1c1ccccc1 (stereo unspecified)	1.1	5	-3	-1	-3	1	-6	-3	-6
Cc1ccc(NC(=O)C2CCCN(C(=O)NCc3ccccc3)C2)c(C)c1 (stereo unspecified)	-1.0	5	5	8	1	4	0	-1	-2
CC1CCC2(CC1)NC(=O)N(CC(=O)Nc1ccc3c(c1)CCC3)C2=O (stereo unspecified)	1.2	-34	-12	2	-8	6	1	11	-6
CCCCc1cc(=O)oc2cc(C)cc(OCC(=O)NCc3cccnc3)c12	1.1	6	7	2	-2	2	9	17	5
CC(C)C(NS(=O)(=O)c1ccc2c3c(cccc13)C(=O)N2)C(=O)O (stereo unspecified)	-0.1	2	-5	6	7	7	6	4	-7
COc1ccc(O)c(C(=O)/C=C/c2cc3ccccc3o2)c1	2.8	0	3	-2	-9	2	5	4	-7
CCCCC1CC(/C(C)=N/NC(N)=O)OC1=O (stereo unspecified)	4.1	0	-1	-1	-1	58*	-6	3	-6
Other records follow:
SMILES	MEX-5 binding	BCLXL inh	MCL1-BIM inh	PAFAH1B2 FP inh	Fam108B counter	pPAFAH FP inh	GLD-1 RNA inh	AHR activator	PME-1 primary
COc1ccc(C(=O)OC(COc2ccccc2)Cn2ccnc2)cc1 (stereo unspecified)	1.3	4	2	1	2	4	1	11	-1
O=C(Cn1cnc2c(nnn2Cc2ccccc2)c1=O)NCc1ccccc1Cl	0.1	1	2	4	-2	-8	6	1	-2
CC(=O)Nc1cccc(C(=O)/C=C/c2ccc(N(C)C)cc2)c1	-1.2	-25	-113	-13	-20	-2	-71	11	-27
OC1CSc2nc3ccccc3n2C1 (stereo unspecified)	1.1	1	4	-1	-2	2	1	0	4
C=CCSc1nc2sc3c(c2c(=O)n1-c1ccccc1)CCN(C)C3	-3.6	5	1	4	-1	2	-7	-1	-3
O=C(C1CCN(Cc2nc(-c3ccc(Cl)cc3)no2)CC1)N1CCOCC1	3.3	8	7	1	-2	-3	5	4	-2
Cc1ccc(S(=O)(=O)c2c(C)nn(-c3ccccc3)c2OC(=O)c2ccc(Br)o2)cc1	·	3	14	-5	1	0	3	4	5
O=[N+]([O-])c1cccc(-c2ncc3ccccn23)c1	-2.0	-7	-8	3	1	1	5	-4	1
CC(=O)c1cc(C#N)c(Oc2ccc(F)cc2)nc1C	1.3	6	2	4	3	-1	7	4	-1
CCCCNC(=O)NCc1cnn(C)c1C	-2.8	3	6	6	1	-1	1	2	-2
Cc1ccc(Nc2cc(-n3cccn3)ncn2)c(C)c1	-0.2	-6	-1	-1	-5	6	-2	15	4
CCCCCN(C(=O)CCC(=O)OCC(=O)N(C)c1ccccc1)c1c(N)n(CCCC)c(=O)[nH]c1=O	2.3	-12	-2	-3	1	3	2	1	-3
Cn1c(=O)c(Oc2ccc(Cl)cc2)c(O)c2ccccc21	2.7	-3	-2	2	0	1	-9	10	1
CC(C)(C)c1ccc(S(=O)(=O)N2CCNC(=O)C2)cc1	·	·	·	6	·	8	2	-1	·
Cc1ccc(S(=O)(=O)N(CC(=O)N2CCOCC2)C2CCCCC2)cc1	0.3	2	2	5	-4	-1	-4	0	3
Cc1ccc([N+](=O)[O-])cc1-c1[nH]c(-c2ccc(O)c(O)c2)nc1-c1ccccc1	-0.1	9	13	3	17	65*	7	6	18
CCCCc1c(C)nn(-c2nnc3c4ccccc4n(CC)c3n2)c1C	·	3	3	2	-5	3	1	52*	-5
Nc1nonc1-n1nnc(C(=O)N/N=C/c2ccc(Br)cc2)c1-c1ccc2c(c1)OCO2	-1.4	2	-6	1	1	2	-5	1	-1
CC(=O)c1ccc(S(=O)(=O)N2CCN(C(C)=O)CC2)cc1	-0.1	6	9	3	2	5	5	0	-1
Clc1cccc(Oc2ncc(CN3CCOCC3)s2)c1	1.1	1	8	-4	1	10	-3	5	-3
CS(=O)(=O)N(CC(=O)O)c1cccc(Cl)c1	-1.3	3	-3	6	3	3	-10	2	3
CCC1(c2ccc(F)cc2)NC(=O)N(CC(=O)Nc2cc(S(=O)(=O)N(C)C)ccc2Cl)C1=O (stereo unspecified)	0.3	1	7	8	5	7	2	0	-2
Fc1ccc(C2=Nn3c(nnc3-c3n[nH]c4c3CCC4)SC2)cc1	0.6	-8	-7	2	-5	4	4	54*	0
O=C(Nc1ccc([N+](=O)[O-])cc1)Nc1ccc(Cl)cc1F	0.8	5	8	0	-2	-2	10	-2	-2
Cc1cc(C(=O)NCC(c2ccco2)N2CCCC2)c2ccccc2n1 (stereo unspecified)	·	5	4	3	·	-5	8	18	-4

Single records, as listed above. Order of values: MEX-5 binding	BCLXL inh	MCL1-BIM inh	PAFAH1B2 FP inh	Fam108B counter	pPAFAH FP inh	GLD-1 RNA inh	AHR activator	PME-1 primary
Shown for Fc1ccc(C2=Nn3c(nnc3-c3n[nH]c4c3CCC4)SC2)cc1 : 0.6	-8	-7	2	-5	4	4	54*	0
Shown for Cc1cc(C(=O)NCC(c2ccco2)N2CCCC2)c2ccccc2n1 (stereo unspecified) : ·	5	4	3	·	-5	8	18	-4
Shown for CS(=O)(=O)N(CC(=O)O)c1cccc(Cl)c1 : -1.3	3	-3	6	3	3	-10	2	3
Shown for O=C(Nc1ccc([N+](=O)[O-])cc1)Nc1ccc(Cl)cc1F : 0.8	5	8	0	-2	-2	10	-2	-2
